Screening data as filed in PubChem.
GDH-TPI counter = counter-screen for M. tuberculosis FBA inhibitors: GDH-TPI coupled enzymes; GDH-TPI coupled enzyme counterscreen, NADH absorbance; AID 588335; inhibition, % at 4.8 µM; actives 1.2% (n = 360,000); in the data active = inhibition above about 30%;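 note: 0% = DMSO wells and 100% = wells lacking the enzyme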
BoNT-F LC inh = BoNT F light chain protease inhibition | actives 0.22% (n = 360,000) | inhibition, % at 10 µM | Multiplex microsphere protease cleavage assay, flow cytometry; in the data active = inhibition above about 35%, passing the limit was not always enough; note: plate controls were buffer without enzyme for full effect and enzyme alone for no effect
BioA inh = inhibitors of Mycobacterium tuberculosis BioA enzyme; AID 602481; actives 0.096% (n = 360,000); inhibition, % at 9.99 µM; purified M. tuberculosis BioA enzyme, plate reader; in the data active = inhibition above about 40%
Rv3671c inh = Rv3671c (M. tuberculosis) protease inhibition. P9WHR9. inhibition, % at 5.96 µM. actives 0.048% (n = 320,000). AID 2606; in the data active = inhibition above about 38%;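 note: extracellular domain of Rv3671c used as enzyme; 0% = enzyme with DMSO and 100% = no enzyme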
UGM FP inh = blocks M. tuberculosis UGM enzyme; P9WIQ1; purified UGM, fluorescence polarization probe displacement; inhibition, % at 10 µM; actives 0.06% (n = 320,000); AID 504406; in the data active = inhibition above about 10%, passing the limit was not always enough
Target sequence (P9WIQ1 whole entry, looked up): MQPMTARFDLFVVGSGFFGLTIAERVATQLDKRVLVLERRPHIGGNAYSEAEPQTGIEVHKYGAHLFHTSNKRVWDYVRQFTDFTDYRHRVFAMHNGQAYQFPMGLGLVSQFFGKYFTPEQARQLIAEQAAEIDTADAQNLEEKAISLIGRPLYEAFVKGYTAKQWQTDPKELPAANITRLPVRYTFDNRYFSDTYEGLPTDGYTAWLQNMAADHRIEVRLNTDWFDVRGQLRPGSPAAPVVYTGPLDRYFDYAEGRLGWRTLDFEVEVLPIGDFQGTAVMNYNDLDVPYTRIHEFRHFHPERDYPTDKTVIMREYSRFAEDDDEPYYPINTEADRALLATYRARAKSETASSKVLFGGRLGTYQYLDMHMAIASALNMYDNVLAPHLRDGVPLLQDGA
MazEF act = MazEF (E. coli) toxin RNase activation | AID 504720 | activation, % at 20 µM | actives 0.32% (n = 350,000) | FAM/BHQ RNA-DNA oligo cleavage fluorescence, 5 h; in the data active = activation above about 50%
Target sequence (P0AE70 whole entry, looked up): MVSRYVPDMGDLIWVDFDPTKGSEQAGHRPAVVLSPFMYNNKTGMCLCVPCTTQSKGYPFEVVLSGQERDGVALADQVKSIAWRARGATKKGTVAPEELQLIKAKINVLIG
FadD28 binding = blocks FadD28 binding to the bisubstrate probe. inhibition, % at 12.5 µM. AID 588549. actives 0.22% (n = 360,000). fluorescence polarization; in the data active = inhibition above about 8.5%, passing the limit was not always enough
PrPC surface inh = inhibitors of human cell surface prion protein PrPC. TR-FRET read-out. inhibition, % at 13.8 µM. actives 0.43% (n = 370,000). AID 720596; in the data active = inhibition above about 24%; note: 0% = median of the test wells and 100% = reference compound wells
FBA Mtb inh = inhibitors of M. tuberculosis fructose-bisphosphate aldolase | P9WQA3 | purified M. tuberculosis FBA, fluorescence read-out | inhibition, % at 1 µM | actives 2.3% (n = 360,000) | AID 588726; in the data active = inhibition above about 27%;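 note: 0% = vehicle and 100% = reference inhibitor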
Target sequence (P9WQA3 whole entry, looked up): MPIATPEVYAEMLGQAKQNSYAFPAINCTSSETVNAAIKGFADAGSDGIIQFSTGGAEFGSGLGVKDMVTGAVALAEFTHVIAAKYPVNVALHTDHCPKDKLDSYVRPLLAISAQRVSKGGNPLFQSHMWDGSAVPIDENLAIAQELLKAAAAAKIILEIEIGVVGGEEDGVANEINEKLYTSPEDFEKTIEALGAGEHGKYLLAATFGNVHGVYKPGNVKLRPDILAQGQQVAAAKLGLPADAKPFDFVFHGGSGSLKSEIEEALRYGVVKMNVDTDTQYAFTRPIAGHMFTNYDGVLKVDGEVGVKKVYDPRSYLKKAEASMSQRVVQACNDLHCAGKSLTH
Starred values were filed as active, the others as inactive; . = not tested or not shown.

SMILES	GDH-TPI counter	BoNT-F LC inh	BioA inh	Rv3671c inh	UGM FP inh	MazEF act	FadD28 binding	PrPC surface inh	FBA Mtb inh
O=C(Cn1ccn(-c2ccc(F)c(Cl)c2)c(=O)c1=O)NCCc1ccccc1	4	-2	.	-2	-0.8	1	0.0	.	2
COCCNC(=O)c1ccc2c(=O)n(CCCN3CCCC3=O)c(=S)[nH]c2c1	2	1	.	10	1.3	4	-0.5	4	-1
c1ccc(-c2nc3nc4ccccc4nc3n2CC2CCCO2)cc1 (stereo unspecified)	34*	4	.	2	-1.1	11	-1.4	-31	84*
Cc1cc(Cl)ccc1C(O)c1ncc(-c2ccc(C(F)(F)F)cc2)[nH]1 (stereo unspecified)	4	-3	0.1	.	.	.	-8.4	20	-3
O=C(NCc1ccncc1)C1CCN(S(=O)(=O)c2cccc(C(F)(F)F)c2)CC1	-7	1	-6.3	.	.	8	-1.1	-5	4
CC1(Cc2ccccc2F)C(=O)Nc2c(Cl)ccc(Cl)c21 (stereo unspecified)	11	-10	-0.4	.	.	.	-1.4	-3	-1
COc1ccc(CN=Cc2c(C(F)(F)F)[nH][nH]c2=O)cc1	10	-14	17	0	-1.3	7	-0.1	5	-1
COc1cccc(NC(=O)CCC2CCN(C(=O)c3cncs3)CC2)c1	0	4	0.7	0	0.6	10	-2.5	8	-2
COc1cc(-n2c(=O)c3ccccc3n(Cc3cccc(C)c3)c2=O)cc(OC)c1OC	-8	-6	-1.4	11	1.4	-8	-4.5	-3	-2
O=C(COC(=O)COc1ccc(Br)cc1)NC1CCCC1	-5	-2	-1.6	-3	-1.1	13	-3.1	-7	-1
Cc1cccc(N2C(=O)CC(SC(N)=Nc3ccccc3)C2=O)c1 (stereo unspecified)	-5	-3	.	4	0.5	-6	-2.1	-1	-7
COc1cnn(-c2ccc(F)cc2)c(=O)c1Br	0	6	.	-13	1.6	12	-0.5	8	1
FC(F)(F)c1cccc(Cc2noc(CN3CCCC(CN4CCCC4)C3)n2)c1 (stereo unspecified)	-5	-1	-3.8	3	0.1	3	-4.5	-4	-1
Clc1ccc(CSc2nnc3ccccn23)c(Cl)c1	-11	-2	.	6	-1.0	-1	-4.9	-3	-6
CCc1cccc(CC)c1NC(=O)c1ccc(-c2cc(Cl)ccc2Cl)o1	13	-6	0.3	.	.	.	-4.7	7	-3
O=C(Cc1ccccc1)Nc1nc(-c2ccc(F)c(F)c2)cs1	-11	-1	1.9	0	-0.8	24	-4.0	19	-3
Cn1c(N2CCN(c3ccccn3)CC2)nc2c1c(=O)n(Cc1ccccc1Cl)c(=O)n2C	-6	0	0.5	2	-0.3	-2	-3.2	-3	1
CCCCOc1ccc(N(CC(=O)NC(C)(C)CC)C(=O)CCC(=O)Nc2ccccn2)cc1	-3	-2	1.2	-6	1.1	-1	-2.6	-9	-2
CCc1ccccc1N(CC(=O)NCc1ccccc1)C(=O)CCC(=O)Nc1ccccn1	-2	-1	2.1	-3	0.6	-19	-0.1	0	3
O=C(Nc1ccc(S(=O)(=O)Nc2ncccn2)cc1)c1cccnc1	4	-2	.	-8	-1.6	-4	-4.5	10	-1
COc1ccc(Cl)cc1NC(=O)CN(C)C(=O)c1sc2ccccc2c1Cl	4	3	-0.5	-18	-0.5	-3	0.4	10	1
Cc1ccc(N2CS(=O)(=O)/C(=C/N(C)C)C2=O)cc1	-5	2	-1.1	-4	-4.6	8	-6.0	7	-6
C[C@]12C(=O)N(c3cccc(F)c3)C(=O)N1[C@H]1c3ccccc3OC[C@@H]1[C@H]2c1ccccc1	2	-3	-2.1	-10	-0.8	5	-3.5	4	0
CC(C)(C)C1N=C(c2ccc3ccccc3c2)OC1=O (stereo unspecified)	1	4	-1.3	2	-2.2	2	-2.4	-7	-2
CC12CCC3C(CCC4N(CCO)CCC34C)C1CCC2O (stereo unspecified)	-5	25	-1.9	-2	-1.1	1	-0.2	-4	0
O=C(O)c1cc(Cl)ccc1OS(=O)(=O)c1ccc(Cl)s1	9	-4	-0.1	4	-3.2	0	-0.6	-3	-1
C/C(CC(=O)NCc1ccco1)=N\NC(=O)COc1ccc(C)cc1	0	-6	1.4	2	-3.9	1	-3.4	-6	-2
COc1ccc(-c2nn(-c3ccccc3)cc2C(=O)N2CCN(C(=O)c3ccco3)CC2)cc1	-6	-14	-0.5	-1	-2.7	-2	-3.0	-2	-2
CN1CCN(c2ccc(CNC(=O)C3Cc4c(-c5ccc6c(c5)OCO6)ccnc4O3)cc2)CC1 (stereo unspecified)	-6	8	-0.5	.	.	.	-3.2	0	23
O=C1c2ccccc2S(=O)(=O)c2cc(C(=O)N3CCN(C(=O)c4ccccc4)CC3)ccc21	-3	2	-0.9	-5	0.1	8	-1.6	-29	1

The closing 5 compounds of the section above open the next one:
SMILES	GDH-TPI counter	BoNT-F LC inh	BioA inh	Rv3671c inh	UGM FP inh	MazEF act	FadD28 binding	PrPC surface inh	FBA Mtb inh
O=C(O)c1cc(Cl)ccc1OS(=O)(=O)c1ccc(Cl)s1	9	-4	-0.1	4	-3.2	0	-0.6	-3	-1
C/C(CC(=O)NCc1ccco1)=N\NC(=O)COc1ccc(C)cc1	0	-6	1.4	2	-3.9	1	-3.4	-6	-2
COc1ccc(-c2nn(-c3ccccc3)cc2C(=O)N2CCN(C(=O)c3ccco3)CC2)cc1	-6	-14	-0.5	-1	-2.7	-2	-3.0	-2	-2
CN1CCN(c2ccc(CNC(=O)C3Cc4c(-c5ccc6c(c5)OCO6)ccnc4O3)cc2)CC1 (stereo unspecified)	-6	8	-0.5	.	.	.	-3.2	0	23
O=C1c2ccccc2S(=O)(=O)c2cc(C(=O)N3CCN(C(=O)c4ccccc4)CC3)ccc21	-3	2	-0.9	-5	0.1	8	-1.6	-29	1
COCc1cc(C)nc(OCC(=O)N/N=C/c2cc(C)n(-c3c(C)cccc3C)c2C)c1C#N	24	9	0.0	11	2.5	3	1.7	2	3
O=C(O)CC1(CC(=O)Nc2cc3ccccc3cn2)CCCCC1	-6	-9	0.3	-7	-2.0	4	-2.5	7	8
CCc1cccc(CC)c1N(COC)C(=O)Cn1ccccc1=N	-12	1	0.4	-1	-2.2	11	-4.4	-2	3
CCC(C)NC(=O)CCC(=O)Nc1ccc2nc(N3CC(C)CC(C)C3)cc(C)c2c1 (stereo unspecified)	15	2	-1.2	8	-1.3	2	-0.2	-2	10
COC(=O)C(C)Sc1nnc2n(-c3cccc(C)c3)c(=O)c3c4c(sc3n12)CCCC4 (stereo unspecified)	-13	-16	2.2	-8	-0.5	9	-0.6	0	1
CCOC(=O)N1CCC(N2CC34C=CC(O3)C(C(=O)O)C4C2=O)CC1 (stereo unspecified)	2	-4	-1.5	2	-0.5	3	-3.3	-2	2
CC(C)OC(=O)c1cc(C(=O)c2cc(F)ccc2O)coc1=N	36*	-1	-0.4	-10	1.1	1	-0.6	1	5
CCOC(=O)C1CCN(C(=O)C2COc3ccccc3O2)CC1 (stereo unspecified)	-9	3	-0.8	-2	0.8	4	-1.2	6	-2
CCOC(=O)C1(C)CCN1C(=O)c1oc2ccccc2c1C (stereo unspecified)	5	-3	2.7	.	.	.	-1.6	-3	2
COC(=O)CCN(c1ccccc1)S(=O)(=O)c1ccc(OC)cc1	0	10	2.0	-5	-0.9	6	0.3	-4	1

Among those listed so far, 3 contain a thiophene ring, fused or not.
SMILES	GDH-TPI counter	BoNT-F LC inh	BioA inh	Rv3671c inh	UGM FP inh	MazEF act	FadD28 binding	PrPC surface inh	FBA Mtb inh
COc1ccc(Cl)cc1NC(=O)CN(C)C(=O)c1sc2ccccc2c1Cl	4	3	-0.5	-18	-0.5	-3	0.4	10	1
O=C(O)c1cc(Cl)ccc1OS(=O)(=O)c1ccc(Cl)s1	9	-4	-0.1	4	-3.2	0	-0.6	-3	-1
COC(=O)C(C)Sc1nnc2n(-c3cccc(C)c3)c(=O)c3c4c(sc3n12)CCCC4 (stereo unspecified)	-13	-16	2.2	-8	-0.5	9	-0.6	0	1

Further entries follow.
SMILES	GDH-TPI counter	BoNT-F LC inh	BioA inh	Rv3671c inh	UGM FP inh	MazEF act	FadD28 binding	PrPC surface inh	FBA Mtb inh
COc1ccccc1C(=O)n1nc(-c2ccccc2)nc1N	3	-10	.	23	-2.8	-3	-2.2	-8	1
COc1ccccc1C(=O)NC(=S)NNC(=O)c1sc2ccccc2c1Cl	7	-9	.	-1	2.5	3	-2.0	7	1
CCOC(=O)C1=C(CS(=O)(=O)c2ccc(Cl)cc2)NC(=O)NC1c1ccc(O)c(OC)c1 (stereo unspecified)	-1	6	1.5	4	-1.9	10	-3.0	4	1
CC(C)CC(=O)NC(=S)Nc1ccc(N2CCOCC2)cc1	12	-4	.	-8	-1.6	6	-0.4	6	-1
O=C(c1cccc2ccccc12)N1CCN(Cc2ccccc2F)CC1	-7	-13	1.7	.	1.4	5	-2.2	3	1
Cc1ccccc1CSCC(=O)c1c(N)n(CC(C)C)c(=O)n(C)c1=O	-9	5	-0.2	-3	2.0	-20	-2.6	1	10
Cc1nc([N+](=O)[O-])c(Br)n1CC(=O)c1ccc(Br)cc1	11	0	-1.2	0	-0.1	2	0.7	-5	0
CCOc1ccc(NC(=O)CSCC(=O)O)cc1	-16	0	1.3	2	-2.5	5	-4.0	6	-1
CC(C)Cn1cc(C(=O)N2CCC(C)CC2)c2c3ccccc3n(C)c2c1=O	9	-4	.	-1	0.9	-2	0.7	10	26
COC(=O)Cn1c(=O)c(C(=O)CCl)c(N)n(Cc2ccccc2)c1=O	5	3	0.4	7	-2.0	2	-3.6	4	1
CC1CN(CCOc2ccc(Cl)cc2Cl)CC(C)O1 (stereo unspecified)	-7	1	-0.2	9	0.8	-6	-2.5	-1	-3
Cc1cc(C(=O)N2CCC(C)CC2)on1	4	-1	-0.1	-10	-1.3	8	0.3	9	-1
CCOC(=O)c1cc(CC)sc1NC(=O)CCC(=O)O	5	-16	1.2	-1	-0.6	5	-0.3	3	0
N/C(=N\OC(=O)c1cccc(Br)c1)c1ccccc1	13	-13	-0.7	8	-3.9	6	0.0	8	0
CCc1nc2ccc(C(=O)NCCCN3CCCC3=O)cn2c1N(C)Cc1ccc(OC)cc1	6	-9	1.9	.	.	.	0.0	-6	-1
CC(OC(=O)C1CC1)C(=O)Nc1ccc([N+](=O)[O-])cc1Cl (stereo unspecified)	2	0	.	7	-0.4	5	-2.9	-29	2
COc1ccc(N2C(=O)CC(N3CCN(c4ccc(S(=O)(=O)N5CCCC5)cc4)CC3)C2=O)cc1 (stereo unspecified)	-5	2	-0.1	5	-0.5	-12	-3.5	5	2
CCOC(=O)C1=C(C)NC2=C(C(=O)CCC2)C1c1cccs1 (stereo unspecified)	20	-4	-1.3	-2	-0.7	7	-2.2	-6	2
O=C(NCc1ccc(Cl)cc1)c1cc(=O)[nH]c2ccccc12	4	12	-0.4	4	0.4	4	-4.4	-8	-2
COc1ccccc1NC(=O)Cc1noc(CSc2nnc(N)s2)n1	-1	5	1.4	3	-2.7	7	-1.1	-1	6
S=C1NCCc2ccc(Cl)cc2C1c1ccccc1Cl (stereo unspecified)	6	28	-1.1	2	0.4	0	-3.7	-3	-4
O=c1c2cc3c(nc2[nH]c(=S)n1-c1ccccc1)CCCC3	-2	.	-0.1	5	-0.5	9	-1.1	-7	0
c1cnc(Nc2nc(-c3ccc4ccccc4c3)cs2)nc1	8	-14	0.2	-5	0.5	-8	-0.7	-5	1
CN(CCOC(=O)/C=C/c1ccco1)Cc1ccccc1	-1	-3	.	-9	-0.6	-3	-2.5	1	0
CC1=C(C(=O)Nc2cccc([N+](=O)[O-])c2)C2(CCC(C)CC2)OC1=O (stereo unspecified)	5	-3	.	-3	-1.0	7	-3.6	1	2
Cc1ccc2nc(N/C(N)=N/S(=O)(=O)c3ccc([N+](=O)[O-])cc3)nc(C)c2c1	3	-4	.	-4	-1.6	-5	-1.8	-4	3
COc1ccc(C2=CC(=O)C[C@H](c3ccc(OC)c(OC)c3)C2)cn1	9	8	39	6	0.3	9	-1.1	-12	-2
O=C(NNc1cccc(Cl)c1)c1cccnc1Cl	0	-5	.	-12	-4.0	4	-1.9	19	1
O=c1o[nH]c(-c2ccccc2)c1C=Nc1ccc(Cl)cc1	4	-2	-0.6	0	1.2	0	-1.2	4	-2
COc1ccc(-c2ccc3c(c2)[C@@H]2C[C@H](N(C)C(=O)Nc4ccccc4)[C@H]([C@H](C)O)C(=O)N2CC3)cc1	4	-5	-0.1	.	.	3	-3.6	-2	-2
O=C(CCc1nc2ccccc2c(=O)[nH]1)N1CCN(S(=O)(=O)c2ccc(Cl)c(C(F)(F)F)c2)CC1	-9	11	0.7	5	-1.8	-1	-0.7	1	-1
c1ccc(-n2ncc3cccnc32)cc1	-1	-3	.	7	-0.1	3	-3.6	6	19
Cc1ccc(CS(=O)(=O)CCC(=O)N2CCOCC2)cc1	0	3	-0.4	0	-2.5	4	0.3	-2	2
